Compound activity: PubChem BioAssay, several laboratories
AID2073 – inhibitors of Mint1-CaV2.2 protein interaction, biochemical, HTRF (AID 2073); HTRF protein-protein interaction, Mint1-CaV2.2; higher % means a stronger effect; one-dose inhibition, % at 20 µM; IC50 in µM for titrated hits; 290,000 tested, 0.19% active; in the data active = inhibition mostly above about 51%, no sharp cut-off; inconclusive = no clear call, values can overlap the other calls; inactive = mostly below about 53%; note: some results filed as inactive read as strong as hits
P. falciparum M17LAP – P. falciparum M17LAP inhibitors, primary screen, biochemical, fluorogenic H-Leu-NHMec substrate, 1536-well (AID 1619); Leucine aminopeptidase (Plasmodium falciparum (isolate 3D7)); recombinant M17LAP, H-Leu-NHMec fluorogenic kinetic assay; higher % means a stronger effect; inhibition, % at 30 µM; hits with a dose series show IC50 in µM; 220,000 tested, 0.38% active;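 active = compound inhibiting the enzyme by more than half at any dose during confirmatory dose-response retesting; inconclusive = strong single-dose inhibitors picked by rank but not retested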;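 note: plate controls were full reaction with DMSO carrier for no effect and no enzyme background for full effect; strong numbers were not always called active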
GPR55 beta-arrestin – GPR55 agonists via beta-arrestin recruitment, primary screen, imaging, U2OS cells, beta-arrestin-GFP redistribution (AID 1961) | U2OS GPR55 beta-arrestin-GFP redistribution imaging; higher % means a stronger effect | G-protein coupled receptor 55 (Homo sapiens) | 290,000 tested, 0.048% active | activation, % at 10 µM; hits with a dose series show EC50 in µM;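 active = activation above 40% with more than 50 cells counted in the well; inconclusive = wells holding fewer than 50 cells, flagged as toxic or sparse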;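 note: U2OS osteosarcoma cells stably expressing GPR55 and beta-arrestin-GFP; plate controls were DMSO negative control for no effect and LPI positive control for full effect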
KOR beta-arrestin-1 – KOR antagonists, beta-arrestin recruitment, cell-based, luminescence, uHTS (AID 1778). 290,000 tested, 0.091% active. Kappa-type opioid receptor (Homo sapiens). inhibition, % at 10 µM, or IC50 in µM where a hit was titrated. KOR beta-arrestin recruitment, luminescence, antagonist mode; higher % means a stronger effect; note: strong numbers were not always called active
NOD1 NF-kB reporter – NOD1 signaling inhibitors, primary screen, cell-based, luminescence, uHTS (AID 1578) | NOD1-driven NF-kB luciferase reporter cells, luminescence; higher % means a stronger effect | inhibition, % at 4 µM; hits with a dose series show EC50 in µM | 290,000 tested, 1% active; in the data active = inhibition mostly above about 36%, no sharp cut-off; inactive = mostly below about 34%;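 note: HEK-293T reporter cells stimulated with the NOD1 agonist gamma-tri-DAP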
HEK293 NOD2/NF-kB – NOD2 signaling inhibitors, cell-based, luminescence, uHTS, HEK293 (AID 1566). HEK293 NOD2/NF-kB luciferase reporter, luminescence; higher % means a stronger effect. inhibition, % at 4 µM, or EC50 in µM where a hit was titrated. 290,000 tested, 0.63% active; note: many of its hits are not listed in these tables
Dynein cargo inh – inhibitors of GR-EGFP nuclear translocation, primary screen, dynein cargo transport inhibitor project, imaging, high-content, 3617.4 mouse cells. 220,000 tested, 0.47% active. test concentration mostly 20 µM; stimulated with dexamethasone, 1 µM; stronger effect = lower value. z-score, hits read low;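 active = plate z-score of nuclear minus cytoplasmic receptor signal below a set negative limit, without overly bright fluorescence or cell loss, cut at about -3.5 in these data, passing the limit was not always enough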;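 note: z-score of nuclear minus cytoplasmic ring GR-EGFP intensity difference per well; some compounds called inactive have numbers as strong as hits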
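Buffer or medium: Induction medium lacking tetracycline, stripped serum | Also added: Dexamethasone agonist, 1.0 µM final, for 30 min | Timing: 48 h induction, 1 h compound, 30 min dex at 37 °C | Detection: Formaldehyde fixation, Hoechst nuclear stain, 10x automated fluorescence imaging | Measure: Nuclear versus cytoplasmic GR-EGFP signal, averaged per well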
M1AAP inhibition – P. falciparum M1AAP inhibitors, biochemical, fluorogenic H-Leu-NHMec substrate, 1536-well (AID 1445) | 220,000 tested, 0.42% active | Aminopeptidase N (Plasmodium falciparum (isolate 3D7)) | recombinant M1AAP, H-Leu-NHMec fluorogenic kinetic assay; higher % means a stronger effect | inhibition, % at 30 µM, or IC50 in µM where a hit was titrated;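 active = primary inhibition above the hit cutoff, then over 50% inhibition at one or more dose response concentrations, cut at about 23% in these data, passing the limit was not always enough; inconclusive = conflicting primary data, or primary hits not chosen for dose response; inactive = low primary inhibition, or under 50% at every dose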;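 note: plate controls were DMSO full reaction for no effect and no enzyme background for full effect; strong numbers were not always called active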
KOR beta-arrestin-2 – KOR agonists, beta-arrestin recruitment, primary screen, cell-based, luminescence, uHTS (AID 1777); one-dose activation, % at 10 µM; EC50 in µM for titrated hits; KOR beta-arrestin recruitment, luminescence; higher % means a stronger effect; Kappa-type opioid receptor (Homo sapiens); 280,000 tested, 0.02% active; in the data active = activation above about 50%, passing the limit was not always enough; note: a part of the inactive calls stands beside numbers as strong as those of hits
Dynein cargo inh cytoplasmic EGFP – second read-out of Dynein cargo inh, no call of its own (marks repeat the call); z-score; measured here: cytoplasmic GR-EGFP intensity; stronger effect = higher value
Dynein cargo inh nuclear GR-EGFP – second read-out of Dynein cargo inh, no call of its own (marks repeat the call); z-score; measured here: nuclear GR-EGFP intensity;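 lower value marks the stronger effect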
Dynein cargo inh cell count – also measured in Dynein cargo inh; calls as there; z-score; measured here: cell count per field
* hit, by the source's call; ? = inconclusive; . = not tested or not shown; [ ] = remark or other dose. Cut-off read from the data, not from the text of the source, unless noted: active = inhibition above about 50%; inactive = the rest. Only part of the results is shown; count on the stated rates, not on these rows.

The line under a structure holds: AID2073, P. falciparum M17LAP, GPR55 beta-arrestin, KOR beta-arrestin-1, NOD1 NF-kB reporter, HEK293 NOD2/NF-kB, Dynein cargo inh, Dynein cargo inh cytoplasmic EGFP, Dynein cargo inh nuclear GR-EGFP, Dynein cargo inh cell count, M1AAP inhibition, KOR beta-arrestin-2
> CC(=O)CSc1nc(-c2cccs2)c(C#N)c(=O)[nH]1
 : 47%, 27%, -0.1%, -16%[20 µM], -42%, 3%, 0.28, -0.18, 0.19, 0.6, 8%, 3.3%
> CCOC(=O)c1ccc(COC(=O)CNC(=O)CNC(=O)c2ccc(OC)cc2)o1
 : 2%, -3%, -0.2%, 0%, ., 10%, 0.37, -0.25, 0.61, 0.76, 0%, -2.0%
> COc1ccc(CCNC(=O)COC(=O)C2CCCCC2)cc1
 : -3%, 10%, 0.1%, -54%, -14%, 10%, 0.1, -0.013, 0.16, -0.61, 9%, 6.9%
> COc1ccc(N(CC(=O)NCc2ccc3c(c2)OCO3)S(=O)(=O)c2ccccc2[N+](=O)[O-])c(OC)c1
 : 4%, ., -0.1%, 16%, -33%, -6%, ., ., ., ., ., 0.0%
> CCn1c(SCC(=O)N2CCN(C)CC2)nc2c1c(=O)n(C)c(=O)n2C
 : 4%, ., -0.1%, -16%, -12%, 2%, ., ., ., ., ., -0.2%
> Cc1oc(-c2cccc(Cl)c2)nc1CN1CCCC(C(=O)NCc2ccco2)C1 (centres undefined)
 : ?, 4%, 0.0%, 1%, 39%, 9%, -0.38, -0.26, 0.13, 0.099, 8%, -3.0%
> Cc1scc(C(=O)N2CCN(c3ccc(Cl)cc3)CC2)c1C
 : -8%, 5%, 0.2%, -58%[20 µM], 2%, 14%, 0.36, 0.035, 0.93, -0.84, 0%, 15%
> O=C(NCc1cccs1)C1CCCN1C(=O)Nc1cccc(F)c1 (centres undefined)
 : 4%, 7%, -0.1%, 7%, -12%, -26%, -0.37, -0.29, -0.12, 0.57, 14%, -1.4%
> COc1ccc(-c2nn(-c3ccccc3)cc2/C=C2/SC(=S)N(Cc3ccco3)C2=O)c(C)c1
 : 16%, -1%, 9.4%, -8%, ., 15%, -0.68, -0.14, -0.53, 0.61, -4%, 1.7%
> O=S(=O)(/C=C/c1ccccc1)N1CCN(c2nc(-c3ccccc3)nc3ccccc23)CC1
 : 22%, -1%, -0.2%, -7%, -27%, -61%, 0.3, -0.33, 0.42, 0.52, 4%, -3.0%
> Cc1cc(C)c(OCCNCc2ccccc2)c(C)c1
 : 12%, ., -0.1%, -6%[20 µM], -28%, 1%, ., ., ., ., ., -2.1%
> Cc1ccccc1Cn1c(=N)n(CC(=O)c2ccc([N+](=O)[O-])cc2)c2ccccc21
 : 7%, -8%, 0.2%, -5%, -49%, -1%, -0.22, 0.36, 0.69, -1.6, 2%, -2.2%
> COc1ccc(N/C(C)=C2/C(=O)C(=O)N(CCO)C2c2ccc([N+](=O)[O-])cc2)cc1 (centres undefined)
 : 0%, 29%, 12%, 16%, -4%, 18%, -1.1, 0.92, -0.35, 0.93, 24%*, -5.8%
> C/C(O)=C(/C=Nc1ccccc1)C(=O)Nc1ccccc1
 : -7%, 24%, -0.1%, 2%, -42%, -16%, 0.84, -0.16, -0.06, -0.99, 4%, 0.3%
> O=C(OCCNc1ncc(C(F)(F)F)cc1Cl)c1ccc(S(=O)(=O)N2CCOCC2)cc1
 : 3%, -3%, -0.2%, -31%, -23%, 9%, 0.29, -0.33, 0.16, -0.042, 0%, 5.6%
> O=c1c2ccccc2nc2c3ccccc3cnn12
 : 36%, 4%, 0.5%, 20%, -28%, -17%, -0.78, -0.2, -0.31, 0.27, 11%, -3.4%
> O=S(=O)(c1ccc(Cl)c(Cl)c1)c1snnc1-c1ccccc1
 : 1%, -3%, 0.3%, -24%, 77%*, -12%, -4*, 0.41*, -2.1*, 0.47*, 5%, -0.8%
> COc1ccc(CNC(=O)C(C)Sc2nc3ccccc3c(=O)n2CCCN2CCOCC2)cc1 (centres undefined)
 : 5%, 2%, 0.5%, -5%, -27%, 5%, 0.29, -0.33, 0.56, 0.33, -4%, 2.8%
> Cc1ccccc1CCN(C(=O)CN1C(=O)c2ccccc2S1(=O)=O)C(C(=O)NCC1CCCO1)c1ccncc1 (centres undefined)
 : -6%, 15%, -0.2%, 24%, -7%, 10%, 0.04, -0.23, 0.32, -0.6, -3%, -2.0%
> CCCC(=O)NC(=S)Nc1cccc(NC(=O)c2ccccc2Cl)c1
 : -5%, -7%, -0.2%, 30%, -19%, 8%, 0.11, -0.21, 0.14, 0.67, 9%, 1.5%
> COc1cc(/C=C2\SC(=O)N(CCNC(=O)c3cnc(C)cn3)C2=O)cc(OC)c1OC
 : 20%, 10%, 0.6%, -6%, -2%, 0%, -0.3, -0.069, -0.061, 0.026, 7%, -2.7%
> CCCn1nnnc1SCC(=O)N1CCCc2ccccc21
 : 0%, 12%, -0.2%, -3%, -20%, 9%, -0.81, -0.22, -0.67, 0.53, 0%, -3.3%
> CCN(Cc1ccccc1)C1CCN(Cc2ccc(SC)cc2)CC1
 : -4%, -2%, 0.4%, -13%, 7%, 5%, -1, -0.29, -0.4, 0.87, 0%, 4.4%
> CN(C)S(=O)(=O)c1ccc(NC(=O)CN2CCc3ccccc32)cc1
 : 7%, ., -0.1%, 16%, -8%, -4%, -0.12, -0.74, -0.26, 0.38, ., 2.8%
> COc1cccc(CN(C)C(=O)c2cccnc2SC)c1OC
 : -1%, -2%, -0.5%, -7%, -22%, 5%, 0.89, -0.31, 0.69, -0.69, 6%, -1.1%
> COc1cc2c(cc1OC)C[N+](C)(C)CC2
 : 2%, -3%, -0.2%, 8%, -6%, -3%, 0.24, -0.26, 0.29, 0.063, 17%, -1.9%
> S=C(NCc1ccco1)N1CCN(c2ccc(Cl)cc2)CC1
 : 11%, -2%, -0.1%, 24%[20 µM], -24%, 2%, -0.2, 0.033, -0.15, 0.43, -2%, -6.1%
> CCN(CC)c1ccc(C(=O)OCC(=O)Nc2sccc2C#N)cc1
 : 7%, 1%, -0.1%, 8%, -31%, -46%, -0.011, -0.17, -0.11, -0.53, 5%, 2.4%
> Cc1nc2ccccc2n1S(=O)(=O)c1ccc(F)cc1
 : 10%, ., -0.2%, 6%, -3%, -19%, ., ., ., ., ., -7.9%
> Clc1nc(Oc2ccccc2)nc(-c2cn(-c3ccccc3)c3ccccc23)n1
 : 8%, 6%, -0.1%, 20%, -9%, -7%, -1, -0.055, -0.56, 0.34, 3%, -2.7%
> Cc1ccc(NC(=O)c2ccc3c(c2)N(CC(=O)N2CCCCC2)C(=O)C(C)(C)O3)cc1
 : 0%, 1%, 0.0%, -2%, 12%, 3%, 0.077, -0.15, 0.036, 0.17, 2%, .
> O=C(COC(=O)CSc1ccc([N+](=O)[O-])cc1)NCCCc1ccccc1
 : -2%, ., -0.1%, 14%, -39%, 4%, ., ., ., ., ., -0.7%
> COc1ccc(CNc2ccc(S(N)(=O)=O)cc2)cc1
 : 2%, -3%, 1.0%, -5%, 2%, 9%, -1.2, -0.29, -0.83, 0.88, 6%, -3.8%
> OCCN1CCN(c2nc(-c3ccccc3)c3cc(Cl)ccc3n2)CC1
 : 13%, 5%, -0.1%, 10%, 8%, 16%, 0.18, -0.17, -0.16, 0.46, -1%, -1.4%
> O=S(=O)(/N=C(\c1ccccc1)N1CCOCC1)c1cccs1
 : 2%, -7%, -0.2%, 33%, -18%, -2%, 0.025, -0.16, 0.43, -1.1, 0%, 2.6%
> COc1cc(/C=C(\C#N)C(=O)Nc2cccc(C(=O)O)c2)ccc1OCc1ccc(Cl)cc1
 : 12%, ., ., -27%, -37%, -73%, ., ., ., ., ., 4.9%
> Cc1cccc(CN2C(=O)c3ccccc3Sc3ccc(C(=O)O)cc32)c1
 : -4%, 7%, -0.1%, -14%, 1%, 4%, 0.53, -0.23, 0.93, 0.048, 11%, 3.0%
> Cc1ccc(-c2ccc(CCC(=O)O)n2Cc2ccco2)cc1
 : 19%, 27%, -0.1%, -24%, -4%, 12%, -0.068, -0.012, 0.29, 0.32, 11%, -6.9%
> CN1CCN(C(=O)C2(NC(=O)NCc3ccccc3)CCCCC2)CC1
 : 8%, -7%, -0.2%, -28%, 14%, 18%, 0.94, -0.23, 0.53, -0.52, 0%, -2.5%
> COCCCNC(=O)N1c2ccccc2Sc2ccccc21
 : 2%, ., -0.1%, 8%, -4%, 14%, ., ., ., ., ., -4.5%
> CNc1nc(C)c([N+](=O)[O-])c(Nc2ccc(OC)cc2)n1
 : 6%, ., -0.1%, -5%[20 µM], 25%, 11%, ., ., ., ., ., -1.9%
> CCOc1ccc(N/C(N)=N/c2nc(C)c(C)c(=O)[nH]2)cc1
 : 11%, ., 0.0%, -15%, 2%, -6%, ., ., ., ., ., -0.1%
> COCCNC(=O)C(C)OC(=O)C1=Cc2ccccc2OC1 (centres undefined)
 : 33%, ., 0.2%, 2%[20 µM], -9%, -1%, -0.031, -0.36, 0.22, 0.18, ., 3.1%
